Screening results from PubChem.
M17LAP inhibition – P. falciparum M17LAP inhibitors, primary screen, biochemical, fluorogenic H-Leu-NHMec substrate, 1536-well (AID 1619); recombinant M17LAP, H-Leu-NHMec fluorogenic kinetic assay; higher % means a stronger effect; inhibition, % at 30 µM; hits with a dose series show IC50 in µM; 0.38% of 220,000 active;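 active = compound inhibiting the enzyme by more than half at any dose during confirmatory dose-response retesting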;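 also: plate controls were full reaction with DMSO carrier for no effect and no enzyme background for full effect; strong numbers were not always called active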
Siah-1 displacement – blockers of Siah-1 interaction with plectin peptide – biochemical, fluorescence polarization, rhodamine-plectin, uHTS, primary screen (AID 1817); 0.02% of 290,000 active; one-dose displacement, % at 20 µM; IC50 in µM for titrated hits; Siah-1 / rhodamine-plectin peptide fluorescence polarization; higher % means a stronger effect;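 active = displacement of at least 50% at 20 µM, with a fluorescence ratio check between 0.3 and a set limit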;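 also: plate controls were Siah plus tracer with DMSO for no effect and tracer alone without Siah for full effect; strong numbers were not always called active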
P. falciparum M1AAP – malaria alanyl aminopeptidase activity blockers – biochemical, fluorogenic H-Leu-NHMec substrate, 1536-well (AID 1445). inhibition, % at 30 µM; hits with a dose series show IC50 in µM. recombinant M1AAP, H-Leu-NHMec fluorogenic kinetic assay; higher % means a stronger effect. 0.42% of 220,000 active;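 active = primary inhibition above the hit cutoff, then over 50% inhibition at one or more dose response concentrations, cut at about 23% in these data, passing the limit was not always enough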;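 also: plate controls were DMSO full reaction for no effect and no enzyme background for full effect; strong numbers were not always called active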
XIAP displacement – small molecules displacing peptide from XIAP – biochemical, IAP family, fluorescence polarization (AID 1018); 0.007% of 200,000 active; one-dose displacement, % at 20 µM; IC50 in µM for titrated hits; XIAP BIR domain, fluorescence polarization peptide displacement; higher % means a stronger effect; in the data active = displacement above about 50%; also: a part of the inactive calls stands beside numbers as strong as those of hits
human PMI inhibitors – human PMI inhibitors, high substrate, primary screen, biochemical, fluorescence intensity, high mannose 6-phosphate (AID 1220). recombinant PMI enzyme, coupled fluorescence intensity; higher % means a stronger effect. inhibition, % at 20 µM; hits with a dose series show IC50 in µM. 0.66% of 190,000 active
Lipid droplet – hepatic lipid droplet formation modulation; AML12 mouse hepatocytes, oleate lipid droplets, BODIPY imaging; inhibition, % at 6.5 µM; 0.4% of 240,000 active; AID 1656;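 active = lipid droplet intensity inhibited by at least 50%, with more than 500 cells counted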
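Assay system: AML12 hepatocytes (mouse); Probe or stimulus: oleic acid at 100 µM to induce lipid droplet formation; Dosing: compound at 6.5 µM only; Schedule: compound with oleate, overnight; Detection: fluorescence imaging, 20x objective, two fields per well; Measure: % inhibition of lipid droplet signal.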
PMI inhibitors – MPI enzyme activity inhibition – biochemical, fluorescence intensity, coupled assay, primary screen (AID 1209); 0.42% of 190,000 active; one-dose inhibition, % at 20 µM; IC50 in µM for titrated hits; purified PMI enzyme, coupled fluorescence intensity; higher % means a stronger effect;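 also: plate controls were DMSO vehicle for no effect and wells lacking substrate for full effect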
TNAP activation fold – human TNAP enzyme activators, primary screen, biochemical, luminescent, no phosphate acceptor, uHTS (AID 1001); purified TNAP, luminescent activation assay, no phosphate acceptor; higher activation fold means a stronger effect; activation fold at 20 µM; hits with a dose series show EC50 in µM; 0.03% of 200,000 active; in the data active = activation fold from about 3, or a potency from the dose series; inactive = the rest, 99 in 100 with activation fold below about 1.6; also: many of its hits are not listed in these tables
K1F lysis inhibition – inhibition of K1F phage lysis, E. coli UTI89, bacterial capsule biogenesis inhibitors, alamar blue (AID 488966); E. coli UTI89 K1F phage lysis, alamar blue, 2 h; higher % means a stronger effect; 0.02% of 340,000 active; inhibition, % at 100 µM, or IC50 in µM where a hit was titrated;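 active = phage lysis inhibition, versus mean bacterial control, above a set limit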;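 also: capsule biogenesis inhibitors block K1F phage lysis so surviving cells raise fluorescence; higher fluorescence means more inhibition of phage lysis; actives were called in the ten point dose series up to 300 µM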
Lipid droplet cells 6.5 µM – further read-out of Lipid droplet, marked with its call; cell count; measured here: cell count, cytotoxicity flag;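 cells counted across two imaged fields per well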
An asterisk follows results filed as active; nt = no result given; [ ] = remark or other dose. Rule as the data show it, unless noted: active = inhibition above about 50%; inactive = the rest. Random draw from the library; 1.9% or so of the library scored in one or more.

SMILES	M17LAP inhibition	Siah-1 displacement	P. falciparum M1AAP	XIAP displacement	human PMI inhibitors	Lipid droplet	Lipid droplet cells 6.5 µM	PMI inhibitors	TNAP activation fold	K1F lysis inhibition
O=C(NCC(c1cccs1)N1CCOCC1)c1ccc([N+](=O)[O-])cc1 (stereo not given)	6%	0%	6%	-3.3%	9%	-11	653	10%	1.1	1.9%
O=[N+]([O-])c1cnccc1Nc1cccc(F)c1	11%	2%	12%	-2.7%	-26%	8	745	-19%	1.1	0.1%
Cc1ccc(CN2CCNC(=O)C2CC(=O)N(C)C(C2CC2)C2CC2)o1 (stereo not given)	0%	-4%	1%	-3.0%	3%	8	695	-4%	1.1	0.2%
O=C(N/N=C/c1ccco1)/C(=C/c1cccc([N+](=O)[O-])c1)NC(=O)c1ccccc1	7%	-3%	15%	-7.0%	8%	nt	nt	14%	1	-0.1%
Cc1ccc(C)c(OCCCNC2CCCC2)c1C	2%	-2%	2%	-12%	-3%	12	684	-3%	1.1	-1.7%
COC(=O)C1(CO)NC(c2cccs2)C2C(=O)N(c3ccccc3)C(=O)C21 (stereo not given)	14%	1%	9%	-6.0%	4%	nt	nt	0%	1.2	-0.6%
COc1cc(C(=O)NC2(C(F)(F)F)NC(=O)N(CCCc3ccccc3)C2=O)cc(OC)c1OC (stereo not given)	14%	19%	1%	-1.5%	14%	25	695	24%	1.2	0.0%[50 µM]
CC(C)C(=O)Nc1ccccc1N1CCN(C(=O)c2ccccc2)CC1	12%	2%	4%	-11%	16%	8	736	19%	1.1	0.4%
CCOC(=O)C1CCN(C(=S)Nc2ccc(S(N)(=O)=O)cc2)CC1	-9%	2%	2%	-5.1%	18%	-9	634	9%	1.1	3.1%
Cc1ccc(C)c(OCC(=O)N/N=C/c2ccsc2)c1	-7%	-3%	10%	-6.0%	3%	nt	nt	9%	1.1	-0.1%
CCS(=O)(=O)c1ccc2oc(SCC(=O)N3CCCCC3)nc2c1	-2%	-3%	-1%	-7.9%	-20%	6	702	-20%	1.1	0.4%
COc1ccc(NC(=O)c2cccs2)cc1OC	13%	2%	-4%	-2.7%	5%	-1	798	6%	1.1	6.2%
CN(C)CCOc1ccccc1-c1ccccc1	22%	6%	10%	-6.8%	0%	-1	727	10%	1.1	-0.3%
Cc1ccc(NCC(=O)N/N=C/c2cccc(Oc3ccccc3)c2)cc1	3%	-6%	4%	-9.0%	10%	-21	640	16%	1	-0.7%[50 µM]
Nc1nncn1C(=O)CCCOc1ccc(Cl)cc1Cl	2%	4%	4%	0.5%	-8%	nt	nt	-1%	1.1	0.1%
Cc1ccccc1CNc1nnnn1C	-2%	1%	9%	-3.4%	-2%	28	655	-5%	1.1	0.1%
CCN(CC)S(=O)(=O)c1ccc(NS(=O)(=O)c2ccc(F)cc2)cc1	8%	-3%	3%	-5.2%	8%	1	767	14%	1.1	4.5%
O=C(CSc1nnc(Cn2nnc3ccccc32)o1)N(Cc1ccc(F)cc1)c1ccccc1	5%	1%	7%	-9.5%	17%	nt	nt	16%	1	0.3%
C[C@@H]1CC[C@]2(O[C@@H](CCO)C[C@H](O)[C@H]2O)O1	0%	1%	-8%	-3.6%	-1%	21	768	3%	1.1	0.5%
c1ccc(-c2nnc(-c3ccccc3)nn2)cc1	-21%	18%	-3%	nt	nt	19	724	nt	nt	nt
COc1cccc(-n2nnc3c(=O)n(Cc4ccccc4F)cnc32)c1	-14%	-4%	5%	-4.6%	17%	nt	nt	12%	1.1	8.3%
Cc1cc(N)n(-c2ccc(S(=O)(=O)N3CCCC3)cc2[N+](=O)[O-])n1	-2%	-2%	-5%	nt	nt	21	682	nt	nt	1.1%[50 µM]
COc1ccccc1N1CCN(S(=O)(=O)c2ccccc2)CC1	-1%	1%	6%	-3.6%	15%	10	730	17%	1	1.1%
Cc1ccc2cc(CN(CCN(C)C)C(=S)Nc3ccccc3)c(=O)[nH]c2c1C	1%	-6%	16%	-4.2%	-5%	-11	696	2%	1.1	0.1%
CC(C)(C)SCCNS(=O)(=O)c1ccc(Cl)cc1	-3%	4%	3%	-18%	13%	35	713	12%	1	nt

Reprinted from the part before: 2 entries, followed by the next part.
SMILES	M17LAP inhibition	Siah-1 displacement	P. falciparum M1AAP	XIAP displacement	human PMI inhibitors	Lipid droplet	Lipid droplet cells 6.5 µM	PMI inhibitors	TNAP activation fold	K1F lysis inhibition
Cc1ccc2cc(CN(CCN(C)C)C(=S)Nc3ccccc3)c(=O)[nH]c2c1C	1%	-6%	16%	-4.2%	-5%	-11	696	2%	1.1	0.1%
CC(C)(C)SCCNS(=O)(=O)c1ccc(Cl)cc1	-3%	4%	3%	-18%	13%	35	713	12%	1	nt
CCOC(=O)N1CCC(N2CC34C=CC(O3)C(C(=O)Nc3ccc(F)cc3)C4C2=O)CC1 (stereo not given)	-2%	1%	7%	-9.8%	-4%	nt	nt	0%	1.2	2.7%
CC12CCC(C(=O)NCCCN3CCOCC3)(OC1=O)C2(C)C (stereo not given)	-2%	-1%	3%	-0.5%	-12%	nt	nt	-16%	1	0.3%
COc1cc2c(cc1OC)C(C)N(C(=O)CCN1C(=O)C3C4C=CC(C4)C3C1=O)CC2 (stereo not given)	5%	-4%	10%	0.7%	3%	0	784	3%	1.1	0.2%
COc1ccc(-c2nc3cc([N+](=O)[O-])ccc3o2)cc1	2%	-6%	-2%	-7.9%	4%	18	770	-1%	1	0.7%
O=C(Nc1nnc(C2CC2)s1)C1CCCO1 (stereo not given)	7%	2%	-7%	-0.4%	-10%	3	673	-10%	1.1	0.1%
N#C/C(=C/c1ccc(OCc2ccccc2)cc1)C(=O)NC1CCCCC1	-11%	21%	1%	-4.0%	10%	-16	666	5%	1	1.3%
COc1ccc(CC(=O)N(c2ccccc2)c2nc(C)cs2)cc1	-8%	0%	6%	1.2%	1%	6	670	9%	1.2	2.6%
COCCNc1nc(-n2nc(C)cc2C)nc2sc3c(c12)CCCC3	-98%	0%	4%	-3.8%	3%	1	764	15%	1.1	-0.4%
Clc1cc(Br)ccc1OCCOCCOc1cccc2cccnc12	-1%	1%	-3%	-3.7%	13%	nt	nt	7%	1	0.6%
COc1ccc(CCNC(=O)CSc2ccc(-c3ccccc3)nn2)cc1OC	-1%	3%	1%	-1.6%	-2%	nt	nt	0%	1.1	2.7%
COc1ccc(OC)c(S(=O)(=O)N2CCC(C(=O)NCCc3ccc(OC)c(OC)c3)CC2)c1	6%	-2%	-4%	-5.0%	3%	-11	603	2%	1.1	7.0%
CCOc1ccc(C2C(C(=O)c3ccc(C)o3)=C(O)C(=O)N2CCN2CCOCC2)cc1OC (stereo not given)	13%	0%	0%	-0.5%	-20%	nt	nt	-29%	1.1	0.4%
COCCCNC(=O)C1CC(=O)N(CCc2ccc(OC)c(OC)c2)C1 (stereo not given)	6%	12%	-1%	-3.4%	-4%	nt	nt	-6%	1.1	0.4%
O=C1CC(/C=C/c2ccco2)=Nc2ccccc2N1	12%	6%	10%	1.1%	-2%	15	835	8%	1.1	0.3%
O=C(CN1CCc2ccccc2C1)N1CCN(S(=O)(=O)c2ccccc2)CC1	7%	0%	3%	-2.1%	7%	-5	664	16%	1.1	1.0%
NC(=O)[C@H]1CC2(CC(c3cccc(NC(=O)[C@H]4CCC(=O)N4)c3)=NO2)CN1C(=O)c1ccccc1 (stereo not given in full)	10%	13%	8%	nt	nt	nt	nt	nt	nt	0.8%
COc1ccc(N2C(=O)C(Cc3ccccc3)NC2=S)cc1 (stereo not given)	0%	-2%	0%	-5.9%	-18%	3	657	-8%	1	1.1%
Cc1cc(NS(=O)(=O)c2ccc(NC(=O)COc3ccccc3C(C)C)cc2)no1	17%	6%	9%	-2.4%	1%	-7	652	5%	1.1	0.3%
CCOC(=O)C(=CNc1nc2ccc(C(=O)OCC)cc2s1)C(=O)OCC	16%	2%	2%	nt	nt	11	671	nt	nt	nt
CCOC(=O)c1c(CSCc2ccccc2)oc2ccc(O)c(CN(C)C)c12	-2%	-10%	11%	nt	nt	-2	656	nt	nt	0.3%
O=c1cc(COc2ccccc2[N+](=O)[O-])nc2sccn12	12%	2%	4%	nt	nt	8	701	nt	nt	nt
O=S(=O)(c1ccccc1)c1nc(-c2ccco2)oc1NCc1cccnc1	12%	0%	6%	-2.9%	-13%	nt	nt	-40%	0.8	-0.1%
O=c1ccc(Oc2nc(N3CCOCC3)nc(N3CCOCC3)n2)nn1-c1ccccc1	4%	-3%	1%	-6.0%	-8%	0	732	-3%	1	0.2%
O=C(c1ccc(F)cc1)C1CCN(Cc2cn[nH]c2-c2ccc(F)cc2)CC1	1%	4%	0%	nt	nt	2	662	nt	nt	-1.3%
Cc1ccc(NC(=O)CN2CCC(NC(=O)Cc3ccccc3)CC2)c(C)c1	17%	8%	4%	-1.5%	-4%	-2	638	7%	1.1	-0.2%
Cc1ccc(CN2CCN(Cc3ccc(C)s3)CC2CCO)cc1 (stereo not given)	3%	-1%	1%	0.1%	-7%	-2	640	2%	1.1	-0.7%
COc1ccc(Oc2cccc(Cl)c2CNC(=O)CCC(=O)O)cc1	1%	8%	9%	nt	nt	11	749	nt	nt	-1.0%
O=C1CC2CS(=O)(=O)CC2N1c1ccc(Oc2ccccc2)cc1 (stereo not given)	18%	2%	3%	-5.3%	2%	2	733	5%	1.1	-1.4%
NC(=O)Cn1cc(C(=O)COc2ccccc2)c2ccccc21	2%	1%	5%	-4.9%	-6%	-7	678	-1%	1.1	nt

Whole records as entered above:
`COCCCNC(=O)C1CC(=O)N(CCc2ccc(OC)c(OC)c2)C1` (stereo not given) is listed as M17LAP inhibition = 6%; Siah-1 displacement = 12%; P. falciparum M1AAP = -1%; XIAP displacement = -3.4%; human PMI inhibitors = -4%; Lipid droplet = nt; Lipid droplet cells 6.5 µM = nt; PMI inhibitors = -6%; TNAP activation fold = 1.1; K1F lysis inhibition = 0.4%
`CC(C)C(=O)Nc1ccccc1N1CCN(C(=O)c2ccccc2)CC1` is listed as M17LAP inhibition = 12%; Siah-1 displacement = 2%; P. falciparum M1AAP = 4%; XIAP displacement = -11%; human PMI inhibitors = 16%; Lipid droplet = 8; Lipid droplet cells 6.5 µM = 736; PMI inhibitors = 19%; TNAP activation fold = 1.1; K1F lysis inhibition = 0.4%
`Cc1ccc(CN2CCNC(=O)C2CC(=O)N(C)C(C2CC2)C2CC2)o1` (stereo not given) is listed as M17LAP inhibition = 0%; Siah-1 displacement = -4%; P. falciparum M1AAP = 1%; XIAP displacement = -3.0%; human PMI inhibitors = 3%; Lipid droplet = 8; Lipid droplet cells 6.5 µM = 695; PMI inhibitors = -4%; TNAP activation fold = 1.1; K1F lysis inhibition = 0.2%

Ordered by value in Siah-1 displacement (rising): some entries from above.
Compound	Siah-1 displacement
COc1cc2c(cc1OC)C(C)N(C(=O)CCN1C(=O)C3C4C=CC(C4)C3C1=O)CC2 (stereo not given)	-4%
CCOC(=O)N1CCC(N2CC34C=CC(O3)C(C(=O)Nc3ccc(F)cc3)C4C2=O)CC1 (stereo not given)	1%
O=C1CC(/C=C/c2ccco2)=Nc2ccccc2N1	6%
